Compound activity: PubChem, The Scripps Research Institute Molecular Screening Center
FBW7 act – FBW7 E3 ligase activators, primary screen, biochemical, AlphaScreen, human. normalized activity (activation), % at 26.1 µM. AlphaScreen FBW7–phospho-cyclin E peptide binding, activator screen. 650,000 compounds, 0.13% hits. AID 1259310, 2017; in the data active = normalized activity above about 1.9%;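 note: purified mutant Fbw7 with reduced substrate affinity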
Target sequence (Q969H0 whole entry, looked up): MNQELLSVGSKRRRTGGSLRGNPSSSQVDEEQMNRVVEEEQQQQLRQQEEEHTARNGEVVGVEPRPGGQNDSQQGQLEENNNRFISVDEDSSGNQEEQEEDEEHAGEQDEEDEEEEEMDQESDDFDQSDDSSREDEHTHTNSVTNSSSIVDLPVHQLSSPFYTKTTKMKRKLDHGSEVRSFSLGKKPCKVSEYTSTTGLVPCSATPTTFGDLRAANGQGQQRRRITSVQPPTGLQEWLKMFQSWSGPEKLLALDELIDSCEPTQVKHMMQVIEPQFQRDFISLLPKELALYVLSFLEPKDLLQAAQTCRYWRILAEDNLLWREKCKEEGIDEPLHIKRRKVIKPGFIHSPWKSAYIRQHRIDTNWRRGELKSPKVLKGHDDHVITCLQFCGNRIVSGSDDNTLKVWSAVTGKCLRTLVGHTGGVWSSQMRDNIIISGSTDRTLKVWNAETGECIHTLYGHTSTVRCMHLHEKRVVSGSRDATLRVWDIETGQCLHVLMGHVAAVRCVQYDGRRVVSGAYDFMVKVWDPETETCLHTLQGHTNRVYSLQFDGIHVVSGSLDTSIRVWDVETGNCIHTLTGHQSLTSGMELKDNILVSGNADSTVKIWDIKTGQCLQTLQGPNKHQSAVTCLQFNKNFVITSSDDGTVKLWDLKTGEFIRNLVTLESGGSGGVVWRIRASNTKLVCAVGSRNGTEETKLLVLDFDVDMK
GPR151 ag – activators of human GPR151, primary screen, cell-based, PathHunter beta-arrestin, luminescence | G-protein coupled receptor 151 (Homo sapiens), Q8TDV0 | PathHunter beta-arrestin GPR151 cells | activation, % at 11.2 µM | 650,000 compounds, 1% hits | AID 1508602, 2020; in the data active = activation above about 4.9%;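 note: 0% = median of compound wells and 100% = cells with positive control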
TEAD-YAP inh – TEAD-YAP interaction inhibition, primary screen, TEAD-YAP interaction inhibitor project, luminescence, HEK-TIYL cells | 640,000 compounds, 1.4% hits | inhibition, % at 9.12 µM | TEAD-Gal4/YAP UAS-luciferase luminescence; in the data active = inhibition above about 32%;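 note: 0% = median of test compound wells and 100% = reference inhibitor wells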
MITF inh – MITF inhibitors, primary screen, biochemical, AlphaScreen, human. AlphaScreen MITF homodimerization, bead proximity signal. Microphthalmia-associated transcription factor (Homo sapiens), O75030. 650,000 compounds, 0.91% hits. inhibition, % at 2.6 µM; in the data active = inhibition above about 50%;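 note: 0% = vehicle wells with protein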
The depositor's hits bear a star.

Under each structure – TEAD-YAP inh	GPR151 ag	MITF inh	FBW7 act
CCc1nc(N2CCCC2)c(C#N)c2c1COC(C)(C)C2
 : 3	0.1	-2	0.2
COCCC(=O)NC(C)c1nnc2n1CCN(Cc1ccc(SC)cc1)CC2 (stereo not given)
 : 11	-1.9	6	0.5
CCOc1ccc(-n2cc(-c3ccccc3)c3c(NCC4CCCO4)ncnc32)cc1 (stereo not given)
 : 8	3.1	0	-0.2
CC1(C(=O)Nc2ccc3c(c2)OCO3)CC1(Cl)Cl (stereo not given)
 : -1	0.9	9	0.1
O=C(c1ccc(N2CCC(NCc3cccc4ccccc34)CC2)cc1)N1CCCC(O)C1 (stereo not given)
 : -8	-0.6	-2	-0.1
O=C1CC(N2CCOCC2)=NN1c1ccc([N+](=O)[O-])cc1
 : -11	-0.6	13	0.2
O=C(Oc1ccc(-c2ccccc2)cc1)c1cccs1
 : -7	1.3	4	0.3
COCCCNC(=O)C(=O)NN=C1CCCCCC1
 : -5	1.4	-12	-0.3
COc1ccc(/C(C)=N/NC(=O)OC(C)(C)C)c(O)c1
 : -50	0.1	-3	-0.2
CCc1ccc(S(=O)(=O)Nc2cccc(-c3cn4c(n3)SCC4)c2)s1
 : 1	3.3	-15	0.0
N#Cc1cc2c(nc1SCc1ccc(Cl)cc1)CCCC2=O
 : 3	1.5	31	-0.1
NC(=O)C1CCN(Cc2nc(N)nc(Nc3ccccc3)n2)CC1
 : 1	-0.1	15	-0.1
Fc1ccc(CSc2ncnn2Cc2ccc(F)cc2)cc1
 : 12	3.1	3	0.1
CCC(c1ccc(C)cc1)N(NC(=O)C(O)(c1ccc(C)cc1)c1ccc(C)cc1)C(=O)c1ccccc1 (stereo not given)
 : -2	0.4	-6	0.1
COc1ccccc1NC(=S)NCC(C)O (stereo not given)
 : -6	0.1	-2	-0.1
Cc1ccc2c(CC(=O)Nc3ccc(S(=O)(=O)N4CC(C)OC(C)C4)cc3)coc2c1 (stereo not given)
 : 3	4.2	16	0.9
CCCCn1nnc(NC(=O)CC23CC4CC(CC(C4)C2)C3)n1
 : -7	-1.5	2	-0.2
CN1CCN(c2ncc(-c3ccncc3)c(C3CCCN(C(=O)C(C)(C)C)C3)n2)CC1 (stereo not given)
 : 1	-0.3	0	-0.1
CC(=O)Nc1ccc(-c2nc(-c3ccccc3)c3cc(NC(C)=O)ccc3n2)cc1
 : 5	0.1	-1	0.0
O=C(NCc1cccnc1)c1cccc(OC2CCN(CC3CC=CCC3)CC2)c1 (stereo not given)
 : 1	2.6	0	0.1
CCOC(=O)c1c(C)oc(NC(=O)COC(=O)c2cccc(C)c2O)c1C(=O)OCC
 : -3	1.8	-1	0.1
Cc1ccccc1C(=O)NCC1(c2cccs2)CC1
 : -39	-0.1	-2	0.1
CCCn1c2ccccc2c2nnc(SC(CC)C(=O)Nc3sc4c(c3C(=O)OCC)CCCC4)nc21 (stereo not given)
 : -1	-0.6	-16	0.8
COc1ccc(C(C#N)N2CCC(c3ccccc3)=N2)cc1OC (stereo not given)
 : -21	1.4	8	0.1
Cc1cccc(NC(=O)N(C2=NCCC2)c2ccc(F)cc2)c1
 : -8	1.4	4	-0.1
CCCc1cc(C(=O)Nc2cc(OC)c(Cl)cc2OC)no1
 : 7	0.5	0	-0.1
O=C(CN1C(=O)CCC1=O)Nc1nc(-c2ccccc2)c(-c2ccccc2)s1
 : 10	0.9	-10	0.0
O=C(CSc1nc2ccsc2c(=O)n1Cc1ccccc1)NCc1ccco1
 : -15	-2.0	-4	-0.1
N#C/C(=C\c1cc([N+](=O)[O-])ccc1O)c1nc2ccccc2[nH]1
 : 5	0.0	11	0.3
CCOC(=O)C1CCCN(Cc2cc([N+](=O)[O-])ccc2Cl)C1 (stereo not given)
 : 1	-0.4	-2	0.1
Cc1ccc(NC(=O)CC2Nc3ccccc3NC2=O)cc1[N+](=O)[O-] (stereo not given)
 : 7	-0.6	16	0.0
CCN1CCN(C(=O)Nc2ccc(C)cc2)CC1
 : -5	-1.5	-2	-0.1
COc1ccc(C2(CC(=O)NCCCOC(C)C)CC(=O)N(C3CCCC3)C2=O)cc1 (stereo not given)
 : -16	-1.3	-10	0.9
CC1CCN(S(=O)(=O)c2cc(Cl)ccc2Br)CC1
 : -4	0.2	-1	0.0
COc1ccccc1-c1ccc(SC(C)C)nc1
 : -15	-0.8	10	-0.2
O=C1NC(=O)C2(CCS(=O)(=O)c3ccc(F)cc32)N1 (stereo not given)
 : 10	-1.2	12	0.5
O=C(OC1CCCCC1)C1CCN(S(=O)(=O)c2cccc3nsnc23)CC1
 : -1	-0.3	27	-0.1
O=C(Nc1ccc(N2C(=O)c3ccc4c5c(ccc(c35)C2=O)CC4)cc1)c1ccccc1
 : 5	0.5	12	-0.1
CCOC(=O)C1=C(C)Nc2ncnn2C1c1ccc2c(c1)OCO2 (stereo not given)
 : -6	-1.7	-2	0.0
CCOc1cc(C(=O)CCC(=O)OCc2nc3ccccc3s2)ccc1O
 : -20	0.4	2	0.0
COc1cc([N+](=O)[O-])ccc1NC(=O)CCN1C(=O)C2C3C=CC(C4CC34)C2C1=O (stereo not given)
 : -4	0.1	11	0.1
Cc1c(Cl)c([N+](=O)[O-])nn1CC(=O)Nc1cc(Cl)ccc1Cl
 : -6	-1.9	12	0.0
COc1ccccc1N1CCN(S(=O)(=O)c2cc(Cl)ccc2Cl)CC1
 : 4	2.6	-2	0.0
CCOC(=O)c1c(-c2ccccc2)oc2ccc(N(C(=O)Oc3ccccc3)S(=O)(=O)c3cccc([N+](=O)[O-])c3)cc12
 : -4	0.9	0	-0.1
CCOc1ccc2c(C)c(CC)c(=O)oc2c1
 : -19	-0.3	11	0.1
Cc1ccc(-c2csc3ncnc(Cl)c23)cc1
 : 5	2.8	-2	0.3
CC(C)n1c(-c2ccc(C(N)=O)cc2)nc2c(Nc3ccc(Oc4ccccc4)cc3)ncnc21
 : -13	1.0	19	0.7
COc1ccc(-c2cc3ccc(O)c(CN4CCN(CCO)CC4)c3oc2=O)cc1
 : 7	1.3	-9	0.2
O=C(Nc1ccc(F)c(F)c1)c1cc([N+](=O)[O-])cc([N+](=O)[O-])c1
 : 4	1.2	-1	0.0
CCC/C(=N/NC(=O)c1ccc(O)cc1)c1ccccc1
 : -24	-0.2	7	0.1

Other compounds follow.
Under each structure – TEAD-YAP inh	GPR151 ag	MITF inh	FBW7 act
Cc1cnc(Nc2ccc(-n3ccnc3)cc2)nc1NCCO
 : -4	-0.1	0	0.0
C=CCNC(=O)C(c1ccccc1)c1ccccc1
 : -2	-0.6	8	0.0
CC(/C=C/c1ccc2c(c1)OCO2)=N\NC(=O)c1cccc([N+](=O)[O-])c1
 : 2	3.0	16	0.5
O=C(Nc1cc([N+](=O)[O-])ccc1F)c1ccccc1Cl
 : 7	-0.1	-6	-0.1
Cc1cccc(N2C(=O)/C(=C\c3ccncc3)SC2=S)c1
 : 6	1.0	19	0.5
Cc1nc2sc(C(c3ccccc3Cl)N3CCCC3)c(O)n2n1 (stereo not given)
 : -3	0.6	-8	0.1
CC1CCN(Cc2nnnn2CC(=O)NC2CCOC(C)(C)C2)CC1 (stereo not given)
 : 8	2.3	7	0.0
Cc1ccc(Cc2c(C)nc3c(C(=O)N4CCN(c5ccc(F)cc5)CC4)cnn3c2C)cc1
 : 6	0.8	-1	-0.3
COc1ccccc1C(=O)N1N=C(C(F)F)CC1(O)C(F)F (stereo not given)
 : -5	0.0	-1	-0.1
COc1ccc(-c2oc3ccc(OC)cc3c2C(=O)Nc2c(C)cccc2C)cc1
 : 3	0.3	-1	0.7
CC(O)CSc1nc(N)c2c3c(sc2n1)CC(C)CC3 (stereo not given)
 : -96	1.1	-10	-0.1
CNc1cc(N2CCN(c3ccccc3Cl)CC2)ncn1
 : -12	1.4	2	-0.2
Cn1c(NNC(=O)C(C)(C)Oc2ccc(Cl)cc2)cc(=O)n(C)c1=O
 : -1	4.9	3	0.2
COc1cc2nc(NCCCN3CCCC3=O)nc(NCCN(C(C)C)C(C)C)c2cc1OC
 : 3	-1.8	4	0.0
COC(=O)COc1ccccc1/C=C1/NC(=O)N(CC(=O)Nc2cccc(C)c2)C1=O
 : 6	0.4	12	-0.1
O=C(NC1(Cc2ccccc2F)N=C2C=CC=CN2C1=O)c1ccccc1 (stereo not given)
 : -5	-0.1	-2	-0.2
O=C(NCc1ccco1)c1ccc2c(c1)NC(=O)C(CSCc1ccc(F)cc1Cl)N2 (stereo not given)
 : -3	0.9	-8	-0.4
CC(C)(C)c1csc(NC(=O)c2ccc(NC(N)=O)cc2)n1
 : -42	0.1	8	-0.1
CCn1c(C)nc2cc(S(=O)(=O)N3CCOCC3)ccc21
 : -4	0.7	-15	-0.1
O=C(CCn1c(=O)[nH]c2ccccc2c1=O)N1CCCCC1
 : -3	-0.4	2	0.0

Structural class, the entries above containing two or more sulfur atoms
Under each structure – TEAD-YAP inh	GPR151 ag	MITF inh	FBW7 act
CCc1ccc(S(=O)(=O)Nc2cccc(-c3cn4c(n3)SCC4)c2)s1
 : 1	3.3	-15	0.0
CCCn1c2ccccc2c2nnc(SC(CC)C(=O)Nc3sc4c(c3C(=O)OCC)CCCC4)nc21 (stereo not given)
 : -1	-0.6	-16	0.8
O=C(CSc1nc2ccsc2c(=O)n1Cc1ccccc1)NCc1ccco1
 : -15	-2.0	-4	-0.1
O=C(OC1CCCCC1)C1CCN(S(=O)(=O)c2cccc3nsnc23)CC1
 : -1	-0.3	27	-0.1
Cc1cccc(N2C(=O)/C(=C\c3ccncc3)SC2=S)c1
 : 6	1.0	19	0.5
CC(O)CSc1nc(N)c2c3c(sc2n1)CC(C)CC3 (stereo not given)
 : -96	1.1	-10	-0.1

Additional results follow.
Under each structure – TEAD-YAP inh	GPR151 ag	MITF inh	FBW7 act
COC(=O)c1ccccc1NC(=O)CSc1nnc(NC(C)=O)s1
 : 0	-0.2	11	1.0
Cn1ncc2c(Nc3ccc4c(c3)OCCO4)ncnc21
 : -35	-1.3	6	0.2
Cc1c(C(=O)N2CCC(C#N)CC2)sc2ncnc(N3CCN(c4ccccc4)CC3)c12
 : -13	-2.3	-11	-0.1
FC(F)(F)c1nc(=S)[nH]c2c1CCCC2
 : 10	0.3	-5	0.0
Cc1ccccc1NC(=O)c1c(C)nc(SCC(=O)c2ccc3ccccc3c2)c(C#N)c1-c1ccc(C(C)C)cc1
 : -21	0.3	-11	0.2
CCCCNC(=S)NNC(=O)C(=O)NNC(=S)NCCCC
 : 5	6.4*	24	-0.1
CON(C)S(=O)(=O)c1ccc(Cl)c(C(=O)O)c1
 : -2	4.3	-1	0.6
Cc1cccc2cc(C3CC(c4ccc(Br)cc4)=NN3S(C)(=O)=O)c(Cl)nc12 (stereo not given)
 : -1	-0.2	-14	-0.1
CC(c1ccccc1)N1CC(O)=C(c2nc3ccccc3[nH]2)C1=N (stereo not given)
 : 55*	1.0	-1	0.0
O=C1C(=Nc2ccccc2)Sc2ccccc21
 : 3	-2.0	5	-0.1
Cc1cc2c(c(=O)o1)C(Cc1ccccc1)C(C#N)=C(N)O2 (stereo not given)
 : 8	-0.5	16	0.7
CCN(C1CCCCC1)S(=O)(=O)c1cc(F)ccc1OC
 : 2	1.3	-4	0.0
CCOC(=O)c1ccc(N=C2NC(=O)CS2)c(I)c1
 : -4	0.3	-12	0.5
Cc1ccc(NC(=O)c2ccc3c(=O)n(Cc4ccccc4)c(=S)[nH]c3c2)cc1Cl
 : -2	-0.7	17	-0.1
CCOC1=NS(=O)(=O)c2ccccc21
 : 3	-0.4	-5	0.0
O=C(c1ccccc1)c1ccc2nc(Cc3cccc([N+](=O)[O-])c3)c(=O)[nH]c2c1
 : 1	-1.2	-1	0.0
O=C(NCCc1nnc2n1CCN(Cc1c(F)cccc1Cl)CC2)c1ccc(F)cc1
 : 3	2.2	-9	-0.1
Cc1nc(N2CCN(C(=O)c3cccc(Cl)c3)CC2)cc(-n2cccn2)n1
 : 9	-2.6	2	0.3
Cc1cc(N(CC(=O)NC2CCCC2)S(C)(=O)=O)ccc1Br
 : 10	0.2	13	0.0
COc1ccc(C(=O)Nc2ccc(C(=O)OCC(=O)c3ccccc3)cc2)cc1OC
 : -1	-1.4	-7	0.0
c1ccc(CCSc2nnc(-c3ccncc3)o2)cc1
 : -5	-0.4	11	-0.3
Cc1cccc(N2C(=O)c3sc4nnc(-c5ccccc5)c(=O)n4c3C2=O)c1C
 : 8	2.6	6	0.4
COc1ccccc1N1CCN(c2ncc(C(=O)NC3CCCCC3)c3ccccc23)CC1
 : 11	-0.6	0	-0.1
CCc1ccccc1NC(=O)CSc1nc2ncnc(N)c2[nH]1
 : -2	-0.4	16	0.1
Cc1ccc(/C(O)=C2\C(=O)C(=O)NC2c2ccc([N+](=O)[O-])cc2)cc1 (stereo not given)
 : 2	-2.0	9	0.0
CC(C)Cc1cc(-c2ccccc2Cl)c(C#N)c(N)n1
 : -36	4.2	-3	0.0
COc1ccccc1C(=O)NCc1nc2nc(C)cc(C)n2n1
 : -12	1.2	0	0.0
OC1CCC(Nc2nccn3c(-c4cccc(OC(F)(F)F)c4)cnc23)CC1 (stereo not given)
 : 20	-1.0	-9	-0.4
CCN(Cc1ccccc1)S(=O)(=O)c1nc2nc(C)c(C)c(C)n2n1
 : -1	0.2	-4	-0.1
